Screening results deposited in PubChem BioAssay by National Center for Advancing Translational Sciences (NCATS).
HCMV inh: qHTS Assay for inhibitors of the human cytomegalovirus (HCMV) | HFF cells, HCMV-luciferase reporter, 72 h; stronger effect = lower value | hit rate 4.5% among 410,000 | AID 1259415, 2018 | activity change, negative = inhibition, % at 57.5 µM; in the data active = activity change below about -60%; inconclusive = no clear call, values can overlap the other calls; inactive = above about -39%
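Two-dose cell screen: HFF monolayers treated with compounds and infected with luciferase-expressing HCMV at 1 PFU/cell, 72 h at 37C, then lysed for luciferase measurement.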
AmpC no deterg: qHTS Inhibitors of AmpC Beta-Lactamase (assay without detergent). AmpC nitrocefin hydrolysis, absorbance 480 nm, 0.0001% Triton. Potency, µM (top dose mostly 57.1 µM), for inactives: at the top dose activity change, negative = inhibition, usual class: inhibitors. hit rate 0.52% among 330,000. AID 485341, 2010;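 also: potency is read from the fitted curve at half-maximal effect; plate controls were no compound for no effect and no enzyme for full effect; nearly all actives have a fitted effect of over 20% in size; some results filed as inactive show a strong effect at the top dose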
Target sequence (P00811 whole entry, looked up): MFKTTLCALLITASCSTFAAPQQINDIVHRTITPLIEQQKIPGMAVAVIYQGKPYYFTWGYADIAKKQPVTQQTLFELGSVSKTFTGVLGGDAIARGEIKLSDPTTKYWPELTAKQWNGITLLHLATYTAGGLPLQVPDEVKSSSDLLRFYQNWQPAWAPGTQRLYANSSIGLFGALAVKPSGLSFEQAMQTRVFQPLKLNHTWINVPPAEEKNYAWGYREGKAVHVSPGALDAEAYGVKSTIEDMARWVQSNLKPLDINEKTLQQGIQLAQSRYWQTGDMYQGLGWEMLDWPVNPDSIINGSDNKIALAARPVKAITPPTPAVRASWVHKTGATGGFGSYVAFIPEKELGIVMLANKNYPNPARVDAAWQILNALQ
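AmpC (5.3 nM in the dispensed reagent) in 20 mM phosphate pH 7.0 with 0.01% (detergent screen) or 0.0001% Triton X-100 was preincubated with compounds for 15 min at room temperature. Nitrocefin was then added from an 800 uM solution, and hydrolysis was followed at 480 nm.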
Tb PYK inh: qHTS of Trypanosoma Brucei Inhibitors. hit rate 0.12% among 410,000. TbPYK enzyme, Kinase-Glo Plus ATP luminescence, 45 min. Potency, µM (titrated, usually from 76.8 µM), for inactives: at the highest dose activity, negative = inhibition, hits mostly inhibitors; also: potency is read from the fitted curve at half-maximal effect; nearly all actives have a fitted effect of over 50% in size
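ADP (130 uM final) triggers the TbPYK reaction after compound addition; incubation is 45 min at room temperature. Kinase-Glo Plus is then added and luminescence imaged. Normalized data are fitted to concentration-effect curves.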
AMA1 RON2 block: qHTS for Inhibitors of AMA1-RON; Towards Development of Antimalarial Drug Lead: Primary Screen. AID 720542, 2013. Potency, µM (top dose mostly 58.2 µM), inactives show at the top dose activity change, negative = inhibition, hits mostly inhibitors. Plasmodium falciparum AMA1 (3D7) - RON2 peptide interaction. AlphaScreen AMA1-biotinylated RON2 peptide binding. hit rate 0.2% among 360,000;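 also: potency is read from the fitted curve at half-maximal effect; 0% = vehicle wells and -100% = peptide control; nearly all actives have a fitted effect of over 45% in size; some results filed as inactive show a strong effect at the top dose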
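AMA1 (3D7) with his tag at 25 nM final met compounds first, then biotinylated RON2 peptide at 25 nM; detection used donor plus acceptor beads, 10 µg/mL apiece, read by AlphaScreen after 30 min at room temperature.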
AmpC detergent: qHTS Inhibitors of AmpC Beta-Lactamase (assay with detergent). P00811. AmpC hydrolysis of nitrocefin, absorbance 480 nm, 0.01% Triton. Potency, µM (titrated, usually from 114 µM), inactives show at the highest dose activity change, negative = inhibition, actives largely listed as inhibitors. hit rate 0.041% among 370,000. AID 485294, 2010;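 also: potency is read from the fitted curve at half-maximal effect; 0% = no-compound wells and -100% = no-enzyme wells; nearly all actives have a fitted effect of over 25% in size; some results filed as inactive show a strong effect at the top dose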
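AmpC (5.3 nM in the dispensed reagent) in 20 mM phosphate pH 7.0 with 0.01% (detergent screen) or 0.0001% Triton X-100 was preincubated with compounds for 15 min at room temperature. Nitrocefin was then added from an 800 uM solution, and hydrolysis was followed at 480 nm.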
HCV inh: qHTS Assay for Inhibitors of Hepatitis C Virus (HCV) | hit rate 3.4% among 340,000 | Potency, µM (highest dose often 41.8 µM), inactives show at the top dose activity change, negative = inhibition, actives largely listed as inhibitors | Huh7.5.1 HCVcc-Cre infection, luciferase reporter, 44 h; also: potency is read from the fitted curve at half-maximal effect
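Antiviral activity was scored by luciferase reporter output from cells infected with HCVcc-Cre (~0.5 moi) in presence of compound, 44 h infection period, cells seeded 1,000/well 4 h prior.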
LmPK inh: qHTS Assay for Inhibitors of Leishmania Mexicana Pyruvate Kinase (LmPK); Q27686; purified LmPK, Kinase-Glo ATP luminescence, 1 h; Potency, µM (titrated, usually from 57.5 µM), for the others: at the top dose activity change, negative = inhibition, hits mostly inhibitors; hit rate 0.37% among 290,000; also: potency is read from the fitted curve at half-maximal effect
Target sequence (Q27686 whole entry, looked up): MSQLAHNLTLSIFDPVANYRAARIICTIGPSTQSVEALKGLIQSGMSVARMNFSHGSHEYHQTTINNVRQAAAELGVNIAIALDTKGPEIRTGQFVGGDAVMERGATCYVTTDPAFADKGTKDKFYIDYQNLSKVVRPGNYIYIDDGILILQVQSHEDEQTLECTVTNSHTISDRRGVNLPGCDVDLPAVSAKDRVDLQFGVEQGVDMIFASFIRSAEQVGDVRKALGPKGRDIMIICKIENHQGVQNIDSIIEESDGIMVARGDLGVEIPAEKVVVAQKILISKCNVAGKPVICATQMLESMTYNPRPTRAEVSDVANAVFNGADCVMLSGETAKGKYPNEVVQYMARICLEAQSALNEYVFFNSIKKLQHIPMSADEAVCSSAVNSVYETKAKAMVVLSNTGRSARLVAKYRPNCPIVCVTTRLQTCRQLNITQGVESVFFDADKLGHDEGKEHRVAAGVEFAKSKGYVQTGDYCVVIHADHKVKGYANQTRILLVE
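Pyruvate kinase activity monitored as ATP production (luciferase luminescence). Conditions: 0.1 nM enzyme, 0.5 mM PEP, 0.1 mM ADP, 1 h, RT; normalized against uninhibited and no-enzyme wells.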
* = called active by the depositor; ? = inconclusive; · = not tested or not shown; & = joins results of further samples; [ ] = another dose, or the depositor's remark. Unless noted, calls follow the shape of the dose curve; as a rule, active = well fitted curve in the direction sought with a large enough effect; inconclusive = small, poorly fitted or top-dose-only effect, or another doubt; inactive = no such curve, though single readings can be large; an effect the other way counts as inactive or inconclusive. Unless noted, % is scaled to controls: 0 for no effect and ±100 for the full control effect. Compounds were not picked by outcome; 7.5% or so of the library scored in one or more.

canonical_smiles | HCMV inh | AmpC no deterg | Tb PYK inh | AMA1 RON2 block | AmpC detergent | HCV inh | LmPK inh
CCCCn1nnnc1C1(C)CCC(=O)N1Cc1ccc(C)cc1 (stereo not drawn) | -15 | · | -5% | 6% | · | · | ·
Cc1ccc(N2C(=O)CCC(C(=O)O)C2c2cccs2)cc1 (stereo not drawn) | 62 | -15% | 2% | -12% | -5% | 3% | -2%
O=C(N/N=C/c1cccs1)C1CC(=O)N(c2ccccc2)C1 (stereo not drawn) | 33 | -23% | -5% | 7% | 1% | 20% | 4%
CCN(CC)CCCNc1ccc2ncn3c4ccc(O)cc4c(=O)c1c23 | -90* | · | -2% | -27% | · | ? | ·
CC(=O)c1cccc(NC(=O)CN2C(=O)c3cccnc3Sc3ccccc32)c1 | 77 | · | -1% | · | 1% | · | ·
O=C(NCCc1ccccc1F)C1CC(=O)N(c2cccc(C(F)(F)F)c2)C1 (stereo not drawn) | 12 | · | 5% | -2% | · | -13% | ·
O=C(CN1CCOCC1)Nc1ccccc1Sc1ccccc1 | -14 | 66%[activator] | -5% | 20% | -10% | -11% | 0%
O=C(Nc1ccc(Cl)cc1)N(Cc1cccs1)Cc1cccs1 | 39 | -42% | -1% | -11% | -5% | ? | 0%
CC(C)Cc1ccc(CN2CCCC(NC(=O)c3cnc4ccccn4c3=O)C2)cc1 (stereo not drawn) | -23 | · | 5% | -1% | · | -11% | ·
COC(=O)c1c(NC(=O)c2ccc(C)c(S(=O)(=O)Nc3ccccc3C)c2)sc2c1CCCC2 | 9 | -40% | 0% | 10% | ? | ? | -8%
COc1ccc(CNC(=O)C/C(C)=N/NC(=O)C23CC4CC(CC(C4)C2)C3)cc1 | 15 | 7% | 9% | 46%[activator] | 8% | 12% | 11%
CCN(CC)CCNC(=O)c1ccc(NC(=O)Cc2ccsc2)cc1 | -4 | -22% | -3% | 9% | 2% | 9% | -5%
Cc1noc(C)c1C(=O)N(CC(C)C)c1nc2ccccc2s1 | 2 | 52% | -1% | -2% | -3% | ? | 2%
COc1cc(C)c(S(=O)(=O)N2CCCC2)cc1C(C)C | 67 | -13%[2.29 µM] | -1% | 12% | -2% | -6% | -1%
CC(C)(C)c1ccc(S(=O)(=O)N2CCN(CC(O)CN3CCOCC3)CC2)cc1 (stereo not drawn) | -32 | 71%[activator] | -1% | 0% | · | 2% | ·
COc1ccc(Nc2c(CCc3ccccc3)nc3nc(C)cc(C)n23)cc1 | 47 | · | -8% | -18% | · | · | ·
C=CCC(CC)C(=O)NC(=O)N1CCCc2ccccc21 (stereo not drawn) | 73 | -12% | -1% | 1% | -4% | 7% | -7%
Cc1ccc(COC(=O)c2nn(C)c(=O)c3ccccc23)cc1 | -92* | -14%[11.4 µM] | 7% | -5% | -2% | 10µM* | 4%
O=c1[nH]nc(SCCS(=O)(=O)c2ccc(F)cc2)n1-c1ccc2c(c1)OCCO2 | -81* | -26% | -9% | 5% | 4% | 4% | 1%
O=[N+]([O-])c1cc(F)c(N2CCCCC2)cc1Br | 36 | -24% | -18% | ? | -7% | 16% | -1%
Cn1c(=O)oc2cc(S(=O)(=O)N3CCc4ccccc4C3)ccc21 | · | -5% | -8% | 0% | -5% | 18% | -5%
CCCCC1=CC2=C(c3ccco3)C(=O)C(C)(OC(=O)c3ccc(OC)cc3)C(=O)C2=CN1CCCN(CC)CC (stereo not drawn) | -22 | 154%[activator] | -15% | -8% | 3% | 3% | -4%[11.5 µM]
COc1ccc(-c2cc(C(=O)NCCc3ccccc3)c3c(-c4ccc(Cl)cc4)[nH]nc3n2)cc1 | -98* | · | -3% | · | -4% | · | ·
Cc1nc(-c2ccc(S(=O)(=O)N3CCN(c4cccc(C(F)(F)F)c4)CC3)cc2)co1 | -10 | · | -3% | · | -5% | · | ·
Cc1ccc(-c2nnc(Nc3ccc(OCC(N)=O)cc3)c3ccccc23)cc1S(=O)(=O)NCC1CCCO1 (stereo not drawn) | -19 | · | 8% | · | 4% | · | ·
O=C(CN1CCCCC1)Nc1ccccc1Oc1ccccc1 | ? | 1% | -3% | 7% | -6% | -17% | 1%
CC(C)Nc1nc(NC2CCCC2)nc(N2CCOCC2)n1 | -35 | -23% | -15% | 1% | 1% | ? | ·
O=C(c1cn(-c2ccccc2)nc1-c1cccs1)N1CCN(c2ccc(F)cc2)CC1 | -21 | 7% | -14% | -13% | 23% | ? | 5%
COC(=O)c1ccc(N2CCN(C)CC2)c(NC(=O)COc2ccc(C)cc2)c1 | 14 | -7% | -2% | -4% | -4% | -12% | 0%
Cc1ccccc1NC(=O)NCCCN1CCN(c2ccccc2)CC1 | -8 | -12% | -4% | -13% | -2% | 12% | 1%

Next section (4 carried over from the part before).
canonical_smiles | HCMV inh | AmpC no deterg | Tb PYK inh | AMA1 RON2 block | AmpC detergent | HCV inh | LmPK inh
CC(C)Nc1nc(NC2CCCC2)nc(N2CCOCC2)n1 | -35 | -23% | -15% | 1% | 1% | ? | ·
O=C(c1cn(-c2ccccc2)nc1-c1cccs1)N1CCN(c2ccc(F)cc2)CC1 | -21 | 7% | -14% | -13% | 23% | ? | 5%
COC(=O)c1ccc(N2CCN(C)CC2)c(NC(=O)COc2ccc(C)cc2)c1 | 14 | -7% | -2% | -4% | -4% | -12% | 0%
Cc1ccccc1NC(=O)NCCCN1CCN(c2ccccc2)CC1 | -8 | -12% | -4% | -13% | -2% | 12% | 1%
COc1ccc(C2c3c(ncn(Cc4ccco4)c3=N)Oc3ccc4ccccc4c32)cc1 (stereo not drawn) | 158 | -28% | -2% | -2%[11.6 µM] | 7% | ? | -3%
COC(=O)[C@]12CCCCC=C1N(Cc1cccc3ccccc13)C(=O)[C@H](CC(=O)N1CCOCC1)C2 | 12 | · | 6% | -4% | · | · | ·
CCCSC1=C(C#N)C(c2ccccc2C)CC(=O)N1 (stereo not drawn) | -99* | -14% | ? | 1% | -14% | -12% | 7%
Cc1nn(-c2ccccc2)c2nc(C3CC3)cc(C(=O)Nc3ccccc3F)c12 | -27 | · | 0% | · | 4% | · | ·
CCOc1ccc(NC(=O)c2ccc3c(c2)CCN3S(=O)(=O)c2ccc(Cl)cc2)cc1 | -14 | · | -8% | · | 24% | · | ·
CCOC(=O)CN(C(=O)COc1ccc2c(C)cc(=O)oc2c1)c1ccc(OCC)cc1 | ? | 4% | 0% | 10% | 3% | -3% | 3%
CN(Cc1cccnc1)C(=O)c1ccc2nc(Cc3ccccc3F)oc2c1 | -38 | 36% | -8% | -2% | 1% | -12% | -1%
COc1cc(C)c(NC(=O)c2cc(C3CC3)nc3c2cnn3C(C)C)cc1OC | 8 | 162%[activator] | 6% | -10% | 7% | 5µM* | ·
OCCC1CN(C2CCSCC2)CCN1C1CCCC1 (stereo not drawn) | 9 | -22% | 0% | -2% | 7% | 13% | 2%
COCCNC(=O)c1c(N)n(Cc2ccco2)c2nc3ccccc3nc12 | 20 | 157%[activator] | -14% | 69%[activator] | -16% | -14% | 2%
Cc1ccc(C(=O)N2c3ccc(C)cc3C(C)(c3ccccc3)CC2(C)C)cc1 (stereo not drawn) | ? | · | -1% | · | 1% | · | ·
O=C(CCSCc1ccccc1Cl)NCCc1ccccc1 | 0 | · | 4% | · | -3% | · | ·
CC(C)c1ccc(NC(=O)COC(=O)CSc2nnc(N)s2)cc1 | ? | -23% | 6% | -6% | ? | 6% | 2%
COc1ccccc1OC(C)C(=O)N1CCC(c2nc3ccccc3s2)CC1 (stereo not drawn) | -1 | · | 0% | · | 14% | · | ·
O=[N+]([O-])c1ccc2c(c1)OCCOCCOCCOCCOCCOCCO2 | -12 | -16% | 1% | -4% | -1% | 4% | 1%
O=C(CN1C(=O)C2C3CCC(C3)C2C1=O)Oc1ccc2ccccc2c1 (stereo not drawn) | -20 | 7% | -6% | -14% | -15% | 16% | 1%
COc1cc(OC)nc(Oc2ccccc2C(=O)Oc2ccc(F)cc2Cl)n1 | 61 | -8% | 3% | 7% | -6% | -3% | -2%
COc1ccc(N2C(=O)c3ccccc3NC2c2ccccc2O)cc1 (stereo not drawn) | 108 | -31% | -7% | 2% | 1% | 4% | 3%
Cc1ccc(OCC(=O)Nc2ccncc2)cc1C | -7 | · | -1% | -3% | · | · | ·
CC12CCC(C(=O)NNc3ccccc3)(OC1=O)C2(C)C (stereo not drawn) | 4 | -22% | 6% | 16% | 6% | 11% | 1%
Cc1ccccc1CN1CCCNC1=O | 24 | -26% | -15% | -6% | -7% | 5% | -8%
CCN(CC)CCN(Cc1cc2cc3c(cc2[nH]c1=O)OCCO3)C(=S)NCC1CCCO1 (stereo not drawn) | 9 | 22% | -4% | 13% | 3% | 5% | 6%
Cc1nc2ccccn2c1-c1ccnc(SCc2ccc(Cl)cc2)n1 | ? | 16% | -7% | 17% | -6% | ? | 10%
COC(=O)c1ccc(NC(=S)NC2c3ccccc3CC2O)cc1 (stereo not drawn) | -20 | -15% | -5% | 7% | 1% | 11% | 7%
Cc1ccc(NC(=O)CNc2ccc(OC(C)C)cc2)cc1 | 38 | 1% | -1% | -2% | ? | -17% | -6%
Cc1cc(NC(=O)CCCN2C(=O)c3cccnc3C2=O)ccc1Br | ? | -2% | -5% | 33%[activator] | -2% | ? | 8%
O=C(Nc1cnn(Cc2ccc(Cl)cc2Cl)c1)c1noc2c1CCc1ccccc1-2 | -18 | · | 6% | · | 31%[activator] | · | ·
COCCCN1C(=O)C(CC(=O)NC2CCCC2)CC(C(=O)N2CCOCC2)=C1C (stereo not drawn) | -11 | · | 0% | 2% | · | · | ·
COc1ccc(NC(=O)c2ccccc2C)c(OC)c1 | -6 | 28% | 1% | -2% | -11% | · | 2%
CC(C)OC(=O)CSc1ncnc2c1cnn2Cc1ccccc1 | -35 | 25% | -24% | 2% | ? | 18% | 0%
COc1cccc(C2CC(=O)Nc3n[nH]c(-c4ccccc4)c32)c1OC (stereo not drawn) | -36 | -39% | -1% | 5% | 1% | ? | 0%
Cc1cccc(-c2noc(CCCC(=O)N3CCOCC3)n2)c1 | -25 | 0% | 4% | -1% | -2% | 20% | 3%
CC(C)(C)n1nc2c(c1NC(=O)Cc1cccs1)CSC2 | · | -51% | · | · | ? | · | 6%
COc1ccc(OC)c(CCNC(=O)CCCc2nnc3n(C)c(=O)c4sccc4n23)c1 | 8&9 | 16% | -2%&2% | -3% | -2%&3% | 11% | -1%
